# Screens: PubChem BioAssay, National Center for Advancing Translational Sciences (NCATS)
# GAA inh: qHTS Assay for Inhibitors of Human alpha-Glucosidase as a Potential Chaperone Treatment of Pompe Disease. AID 1466, 2008. purified human GAA, 4-MU-alpha-glucoside fluorescence. 200,000 compounds, 0.005% hits. Potency, µM (top dose mostly 76.9 µM), without a hit: at the top dose activity change, negative = inhibition, most hits filed as inhibitors. Lysosomal alpha-glucosidase (Homo sapiens), P10253;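 note: plate controls were uninhibited enzyme wells for no effect and no-enzyme background for full effect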
#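 Endpoint fluorogenic read: 20 min room-temperature reaction of 4 nM human alpha-glucosidase with 400 uM 4-methylumbelliferyl-alpha-D-pyranoside, pH 5.0, quenched with 1M NaOH/1M glycine pH 10. AC50 from Hill modeling.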
# GAA glycogen mod: qHTS Assay for Inhibitors and Activators of Human alpha-Glucosidase Cleavage of Glycogen; Lysosomal alpha-glucosidase (Homo sapiens), P10253; recombinant GAA, glycogen substrate, Amplex Red glucose oxidase fluorescence; Potency, µM (series often up to 76.4 µM), without a hit: at the highest dose activity change, negative = inhibition, hits mostly inhibitors; 300,000 compounds, 0.38% hits;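 note: 0% = full enzyme reaction and -100% = no-enzyme basal signal; the screen sought inhibitors and activators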
#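 Natural-substrate format: glycogen cleavage by 4 nM human enzyme, glucose read by Amplex Red coupling (Ex 573, Em 610 nm). Normalized to enzyme and no-enzyme controls.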
# Tau fluor counter: Counterscreen qHTS for Inhibitors of Tau Fibril Formation, Fluorescence Polarization; tau K18 P301L Alexa594 fluorescence, heparin fibrillization; Potency, µM (titrated, usually from 57.7 µM), without a hit: at the top dose activity change, negative = decrease; 280,000 compounds, 0.93% hits; AID 1463, 2008; note: % is set by controls: 0 for no effect and ±100 for the full control effect; nearly all actives have a fitted effect of over 55% in size
#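 Human tau K18 P301L (15 uM unlabeled, 0.24 uM Alexa 594-labeled) in 100 mM sodium acetate pH 7 with 20 uM heparin, 6 hr at 37 C. ThT 30 uM added, 1 hr ambient; Alexa 594 FP and total fluorescence read at 555/632 nm.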
# HTT cytoprotect: qHTS Multiplex Assay to Identify Dual Action Probes in a Cell Model of Huntington: Cytoprotection (ATP); AID 1471, 2008; 230,000 compounds, 0.14% hits; PC12 HTT-Q103 induced, cytoprotection, ATP luminescence, 40 h; Potency, µM (top dose mostly 56.4 µM), inactives show cytoprotection (ATP increase), actives largely listed as activators;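 note: % of control where 0% means no effect; nearly all actives have a fitted effect of over 45% in size; toxic huntingtin expression switched on by the ecdysone agonist tebufenozide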
#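 ATP quantification (ATPlite) reports survival of PC12 cells in which tebufenozide, 100 nM final, switches on Htt exon 1 with 103 glutamines linked to GFP; compounds are titrated.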
# GAA spleen mod: qHTS Assay for Inhibitors and Activators of Human alpha-Glucosidase From Spleen Homogenate; 240,000 compounds, 0.006% hits; Potency, µM (doses to about 79.9 µM), inactives show at the top dose activity change, negative = inhibition, actives largely listed as inhibitors; human spleen homogenate, 4-MU-alpha-glucoside fluorescence; Lysosomal alpha-glucosidase (Homo sapiens), P10253;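 note: 0% = enzyme with vehicle and -100% = no enzyme basal signal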
#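 Human spleen homogenate (1 ug) incubated with compounds and 1 mM 4-methylumbelliferyl-alpha-D-glucopyranoside in pH 5.0 citrate/phosphate buffer, 37 C, 40 min. Stopped at pH 10; 4-MU fluorescence (Ex 365/Em 440 nm); AC50 by Hill fit.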
# Tau FP inhib: qHTS for Inhibitors of Tau Fibril Formation, Fluorescence Polarization; Microtubule-associated protein tau (Homo sapiens), P10636; K18 P301L tau heparin fibrillization, Alexa594 FP, 6 h; Potency, µM (highest dose often 57.7 µM), for the others: at the highest dose activity, negative = inhibition, hits mostly inhibitors; 280,000 compounds, 0.39% hits; AID 1468, 2008; note: % is set by controls: 0 for no effect and ±100 for the full control effect; nearly all actives have a fitted effect of over 55% in size
# Target sequence (P10636 561-689 P618L limits assumed): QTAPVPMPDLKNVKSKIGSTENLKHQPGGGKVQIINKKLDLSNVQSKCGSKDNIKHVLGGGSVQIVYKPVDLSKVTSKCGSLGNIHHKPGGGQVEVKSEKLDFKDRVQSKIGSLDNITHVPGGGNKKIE
#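 Read-out: fluorescence polarization of Alexa 594-labeled tau (0.24 uM), 555 nm excitation, 632 nm emission. Mixtures held 15 uM unlabeled K18 P301L, compound and 20 uM heparin, pH 7 acetate buffer, incubated 6 hr at 37 C.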
# GLA spleen mod: qHTS Assay for Inhibitors and Activators of Human alpha-Galactosidase From Spleen Homogenate. Alpha-galactosidase A (Homo sapiens), P06280. human spleen homogenate, 4MU-alpha-Gal fluorescence, 40 min. Potency, µM (top dose mostly 80 µM), for inactives: at the highest dose activity change, negative = inhibition, most hits filed as inhibitors. 240,000 compounds, 0.008% hits. AID 2107, 2009;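 note: 0% = enzyme with vehicle and -100% = no enzyme basal signal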
# Target sequence (P06280 32-429 limits assumed): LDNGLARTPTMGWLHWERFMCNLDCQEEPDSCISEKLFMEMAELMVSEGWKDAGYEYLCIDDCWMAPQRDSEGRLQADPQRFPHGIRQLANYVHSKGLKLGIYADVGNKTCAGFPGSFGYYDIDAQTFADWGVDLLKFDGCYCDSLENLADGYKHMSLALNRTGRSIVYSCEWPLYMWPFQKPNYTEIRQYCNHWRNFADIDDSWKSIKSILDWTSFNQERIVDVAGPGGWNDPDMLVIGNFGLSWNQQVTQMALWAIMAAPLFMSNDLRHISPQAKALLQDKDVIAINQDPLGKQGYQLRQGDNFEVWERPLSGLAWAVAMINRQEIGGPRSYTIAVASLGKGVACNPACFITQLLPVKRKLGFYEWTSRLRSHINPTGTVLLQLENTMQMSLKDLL
#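 Inhibition or activation of alpha-galactosidase in human spleen homogenate is scored by 4-MU fluorescence after 40 min at 37C, pH 5.0, with 1 mM substrate. AC50s come from concentration-response fitted to the Hill equation.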
# Tau fibril ThT: qHTS for Inhibitors of Tau Fibril Formation, Thioflavin T Binding; Microtubule-associated protein tau (Homo sapiens), P10636; recombinant tau K18 P301L, heparin-induced fibrillization, ThT fluorescence; Potency, µM (doses to about 57.4 µM), for inactives: at the highest dose activity, negative = inhibition, usual class: inhibitors; 270,000 compounds, 2.1% hits; AID 1460, 2008; note: % is set by controls: 0 for no effect and ±100 for the full control effect; nearly all actives have a fitted effect of over 55% in size
#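 Using a mix of unlabeled (15 uM) and Alexa 594-labeled (0.24 uM) tau K18 P301L, heparin-triggered fibrillization over 6 hr at 37 C was scored by ThT fluorescence.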
# Active calls of the source: *; ? = inconclusive; . = not tested or not shown; & = joins results of further samples; [ ] = remark or other dose. Calls come from the whole dose curve; as a rule, active = well fitted curve in the direction sought with a large enough effect; inconclusive = small, poorly fitted or top-dose-only effect, or another doubt; inactive = no such curve, though single readings can be large; an effect the other way counts as inactive or inconclusive. Potency is the fitted concentration of half-maximal effect.
SMILES,GAA inh,GAA glycogen mod,Tau fluor counter,HTT cytoprotect,GAA spleen mod,Tau FP inhib,GLA spleen mod,Tau fibril ThT
CCN(CC)Cc1cc(NC2=NS(=O)(=O)c3ccccc32)ccc1OC(=O)c1ccccc1,-4%,0%,-6%,.,-4%,4%,-4%,-2%
Cc1cccc(NC(=O)CN(C)S(=O)(=O)c2cccc3cccnc23)c1,-1%,8%,-10%,-10%,4%,-2%,10%,-10%
O=C(NCc1ccccc1Cl)NCc1noc2ccccc12,.,16%[76.3 µM],-7%,.,.,-3%,.,3%
Cc1ccc(S(=O)(=O)N2CCC(c3nc4c(nnn4Cc4ccccc4)c(=O)[nH]3)CC2)cc1,-11%,-21%,-2%,.,-13%,?,9%,1%
COc1ccc(OC)c(N(CC(=O)O)S(=O)(=O)c2ccc(OC)c(OC)c2)c1,1%,0%,-4%,1%,-4%,-6%,0%,-3%
Cc1ccc(Oc2nnc(-c3cccs3)c3ccccc23)cc1,0%,-2%,4%,-11%[0.074 µM],-6%,-2%,1%,1%
O=C1CNC(=O)N1CC(O)Cn1c2ccccc2c2ccccc21 (stereo unspecified),5%,-20%,-5%,-22%,8%,7%,2%,-4%
Cc1ccc(N2CC(C(=O)Nc3ccc(S(=O)(=O)N4CCCC4)cc3)CC2=O)cc1 (stereo unspecified),?,2%,-26%,-15%[0.074 µM],1%,-4%,7%,-5%
O=c1c2cnn(-c3ccc(F)cc3)c2ncn1Cc1ccccc1Cl,.,-11%[76.3 µM],0%,.,.,-6%,.,13%
Cc1cccc(NCC(O)Cn2cnc3c2c(=O)n(C)c(=O)n3C)c1 (stereo unspecified),-6%,-12%,-4%,5%,-13%,2%,0%,-7%
CCC(=O)NC(c1ccccc1)c1nc2ccccc2[nH]1 (stereo unspecified),-1%,13%,7%,-16%,-2%,6%,3%,0%
Nc1c(-c2nc(-c3ccc(F)cc3)cs2)c2ccccn2c1C(=O)c1ccc2c(c1)OCO2,.,-9%[76.3 µM],?,.,.,13%,.,?
CCC(C)Sc1nnc(Cc2cc(=O)[nH]c(=O)[nH]2)n1-c1ccc(F)cc1 (stereo unspecified),11%,8%,-9%,-17%,5%,-1%,7%,-9%
Cc1nc(CS(=O)(=O)c2ccccc2)cc(Sc2ccccc2Cl)n1,7%,2%,-14%,23%[10 µM],3%,2%,1%,-14%
O=C(Cc1ccccc1)Nc1c(C(=O)N2CCCCCC2)cnn1-c1ccccc1,-11%,7%,0%,10%[1.9 µM],-3%,0%,-4%,4%
Cc1cc(SC(C)C(=O)Nc2ncc(Cl)cc2Cl)nc2ccccc12 (stereo unspecified),-7%,-2%,4%,-6%[10 µM],9%,-7%,10%,-8%
CCN(C(=O)Cn1cnc2c1c(=O)n(C)c(=O)n2C)c1ccccc1C,.,17%[76.3 µM],-3%,.,.,8%,.,0%
O=C(Oc1ccc2c3c(c(=O)oc2c1)CCC3)c1ccco1,?,-3%,-14%,15%,?,-3%,?,?
CNS(=O)(=O)c1cccc(C(=O)OCC(=O)N2CCc3ccccc3C2)c1,-1%,-11%,-9%,-2%,2%,-1%,4%,-12%
Cc1ccc(-c2nnc(N3CCN(S(C)(=O)=O)CC3)c3ccccc23)cc1,-14%,4%,8%,-13%,0%,-2%,0%,-1%
NC(=O)CC[C@@H]1NC(=O)[C@H](Cc2ccccc2)NC(=O)[C@H](Cc2ccc(O)cc2)NC(=O)[C@@H](N)CSSC[C@@H](C(=O)N2CCC[C@H]2C(=O)N[C@@H](CCCN=C(N)N)C(=O)NCC(N)=O)NC(=O)[C@H](CC(N)=O)NC1=O,1%[15.4 µM],-3%,-1%,17%,-7%&-13%,6%,-8%&-6%,-6%
CCOC(=O)N1CCN(C(=O)CCSc2ccc(Cl)cc2)CC1,-8%,-1%,-8%,11%[1.9 µM],-2%,2%,9%,?
CCOC(=O)/C(C(=O)Nc1ccccc1Cl)=C1/NC(C)(C)Cc2ccccc21,-3%,-2%,-10%,19%[10 µM],-9%,-8%,7%,-12%
COc1ccc(OCCCC(=O)Nc2nnc(C3CCCO3)s2)cc1 (stereo unspecified),3%,1%,-7%,-13%[10 µM],-6%,6%,-10%,-19%
NS(=O)(=O)c1ccc(NC(=S)NCc2ccccc2Cl)cc1,2%,-9%,-11%,7%[10 µM],-5%,2%,5%,1%

# Other results:
SMILES,GAA inh,GAA glycogen mod,Tau fluor counter,HTT cytoprotect,GAA spleen mod,Tau FP inhib,GLA spleen mod,Tau fibril ThT
CCCCCCCCCCCCCCCCCCOC[C@H](COP(=O)([O-])OCC[N+](C)(C)C)OC,.,.,-6%&-5%&-5%,?,-6%&0%&4%,-4%&-5%&-1%,6%&-24%&-3%,-8%&-7%&-5%
CSc1ccc(CN2C(=O)NC3(CCCCCCC3)C2=O)cc1,-7%,3%,-17%,-39%[inhibitor],0%,13%,-1%,-12%
COc1cc(NC(=S)NC(C)=O)ccc1NC(=O)C(C)C,-1%,3%,-16%,0%,-2%,-9%,-1%,-21%
CC1=CCC2C(=O)N(c3ccc(C(=O)N4CCCCCC4)cc3)C(=O)C2C1 (stereo unspecified),0%,-15%,-15%,-13%[10 µM],-6%,-8%,-10%,-10%
NCCC[C@@H](CC(=O)N[C@@H]1CCNC[C@H]1C(=O)N[C@H](CC(=O)N[C@@H](CCC(=O)O)CC(=O)O)Cc1c[nH]c2ccccc12)NC(=O)C[C@H](Cc1c[nH]c2ccccc12)NC(=O)[C@@H]1CNCC[C@H]1N,.,.,-1%,-39%[inhibitor],3%,2%,-2%,-5%
CC(=O)c1ccc(NC(=S)NC(C)c2ccc(Cl)cc2Cl)cc1 (stereo unspecified),-5%,-9%,14µM*[quencher],3%[10 µM],9%,32µM*,5%,9%
CCNc1nc(NCC)n2c(SCC(=O)c3ccccc3Cl)nnc2n1,1%,-12%,1%,-4%[10 µM],1%,-4%,-4%,-6%
N#Cc1cccc(Cn2cc(C(F)(F)F)ccc2=O)c1,.,-3%,7%,-4%[10 µM],1%,0%,2%,9%
Cc1ccc(C(=O)N/C(=C/c2cccnc2)C(=O)O)cc1,-1%,10%,7%,-7%[10 µM],4%,5%,2%,1%
Cc1cc2oc(=O)cc(-c3ccccc3)c2c(C)c1-c1ccc(C(F)(F)F)cc1,.,.,-28%[81.3 µM],-86%[inhibitor],10%,5%[81.3 µM],4%,?
O=C(c1ccc2c(c1)OCO2)N1CCC2(CC1)Oc1ccc(F)cc1C(=O)C21CC(c2ccc(Cl)cc2)=NO1 (stereo unspecified),.,0%,-20%,17%[10 µM],4%,-3%,-2%,?
COC(=O)c1cc(-c2c(C)oc3cc(O)ccc3c2=O)c(C)o1,-2%,1%,5%,-11%[10 µM],-3%,8%,1%,6%
N#CC1=C(N)Oc2c(oc(CO)cc2=O)C1c1cccs1 (stereo unspecified),3%,17%,-10%,-20%,-10%,0%,-5%,-12%
O=C(NNC(=O)C1[C@H]2CCCC[C@@H]12)NC1CCCCC1 (stereo partly specified),4%,-3%,-7%,0%[10 µM],-6%,7%,-6%,-5%
Cc1c(Br)c([N+](=O)[O-])nn1CC(=O)c1ccccc1,-15%,9%,4%,-1%,-6%,5%,-3%,6%
NC(=O)c1nsc(C(=O)N(CC(=O)NCc2ccc3c(c2)OCO3)C2CCCCC2)c1N,2%,-4%,-2%,-16%[10 µM],9%,7%,3%,-5%
CS(=O)(=O)N(CC(=O)Nc1ccc2c(c1)OCO2)c1ccc2c(c1)OCO2,-3%,-2%,-18%,-14%,-4%,12%,5%,-9%
O=C(Nc1ccc(Cl)cc1)NC1CCCC1Cc1ccco1 (stereo unspecified),-13%,-7%,?,-8%[1.9 µM],-14%,?,-8%,-7%
COc1ccccc1NC(=O)N1CCCC1C(=O)Nc1ccc(NC(C)=O)cc1 (stereo unspecified),-1%,-4%,-4%,-12%[10 µM],-3%,-1%,-2%,-10%
O=C(CSc1nnc(-c2n[nH]c3ccccc23)n1-c1ccccc1)Nc1ccccc1Cl,?,-7%,?,16%[10 µM],2%,?,-3%,-6%
Cc1c(Cl)cccc1NC(=S)Nn1cnnc1,-2%,4%,-1%,?,4%,-8%,0%,-15%
Cc1cccc(NC(=O)CS(=O)(=O)c2cn(CC(=O)N3CCOCC3)c3ccccc23)c1,-7%,-7%,-8%,-52%[inhibitor],-6%,-8%,-10%,-2%
Cc1ccccc1OCC(=O)N/N=C1\SCC(=O)N1Cc1ccccc1,2%,2%,2%,3%[10 µM],-3%,0%,-21%,6%

# Tau FP inhib: entries above that show a hit
mol | GAA inh | GAA spleen mod | Tau FP inhib | GLA spleen mod | Tau fibril ThT
CC(=O)c1ccc(NC(=S)NC(C)c2ccc(Cl)cc2Cl)cc1 (stereo unspecified) | -5% | 9% | 32µM* | 5% | 9%

# Single records, from the list above. Screens in order: GAA inh | GAA glycogen mod | Tau fluor counter | HTT cytoprotect | GAA spleen mod | Tau FP inhib | GLA spleen mod | Tau fibril ThT
# Record of `CSc1ccc(CN2C(=O)NC3(CCCCCCC3)C2=O)cc1` = -7% | 3% | -17% | -39%[inhibitor] | 0% | 13% | -1% | -12%
# Record of `NC(=O)c1nsc(C(=O)N(CC(=O)NCc2ccc3c(c2)OCO3)C2CCCCC2)c1N` = 2% | -4% | -2% | -16%[10 µM] | 9% | 7% | 3% | -5%
# Record of `N#CC1=C(N)Oc2c(oc(CO)cc2=O)C1c1cccs1` (stereo unspecified) = 3% | 17% | -10% | -20% | -10% | 0% | -5% | -12%
